SENP8 block: SENP8 protease inhibitors, primary screen, biochemical, luminescence | inhibition, % at 10 µM | purified SENP8, Z-RLRGG-aminoluciferin cleavage | 330,000 tested, 1.2% active | Sentrin-specific protease 8 (Homo sapiens), Q96LD8
Target sequence (Q96LD8 whole entry, looked up): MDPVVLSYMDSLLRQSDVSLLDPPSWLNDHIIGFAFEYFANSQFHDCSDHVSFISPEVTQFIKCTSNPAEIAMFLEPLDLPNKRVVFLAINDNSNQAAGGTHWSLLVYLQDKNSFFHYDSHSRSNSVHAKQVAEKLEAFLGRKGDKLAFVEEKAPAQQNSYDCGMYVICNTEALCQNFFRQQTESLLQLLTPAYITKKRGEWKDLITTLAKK
Gli-Sufu block: Gli-Sufu pathway antagonists, primary screen, luciferase luminescence, Sufu-KO-LIGHT cells, uHTS. Sufu-KO-LIGHT fibroblasts, Gli luciferase reporter luminescence. inhibition, % at 5 µM. 340,000 tested, 0.74% active. AID 588413, 2011;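 active = inhibition above about 55%, limit read from the data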;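 also: 0% = DMSO-treated cells and 100% = wells with medium but no cells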
EBI2 antag: EBI2 receptor antagonists, beta-arrestin recruitment, primary screen, cell-based, luminescence, 7a,25-OHC stimulation, uHTS | 360,000 tested, 0.81% active | inhibition, % at 5 µM | 7a,25-OHC stimulated; in the data active = inhibition above about 38%;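 also: enzyme fragment complementation signal reports receptor beta-arrestin coupling in cells; 0% = agonist plus DMSO wells and 100% = wells without agonist; some results beyond the cut were filed as inactive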
Jurkat NFkB inh: inhibitors of induced NF-kB luciferase reporter, primary screen, TCR NF-kB activation inhibitor project, cell-based, luminescence, uHTS; Jurkat, PMA/ionomycin-induced NF-kB luciferase reporter; inhibition, % at 4 µM; 330,000 tested, 0.53% active; AID 435003, 2010
UBC13 polyUb: UBC13 polyubiquitin chain formation inhibitors, primary screen, biochemical, TR-FRET, uHTS. Ubiquitin-conjugating enzyme E2 N (Homo sapiens), P61088. inhibition, % at 20 µM. 330,000 tested, 0.47% active. AID 485273, 2010; in the data active = inhibition above about 45%, passing the limit was not always enough; inconclusive = no clear call, values can overlap the other calls
Target sequence (P61088 whole entry, looked up): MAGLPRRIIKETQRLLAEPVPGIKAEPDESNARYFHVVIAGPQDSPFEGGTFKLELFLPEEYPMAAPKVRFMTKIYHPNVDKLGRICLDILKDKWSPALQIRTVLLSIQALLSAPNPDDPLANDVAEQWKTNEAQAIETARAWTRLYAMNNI
697 NFkB inh: inhibitors of PMA/ionomycin-induced NF-kB reporter, 697 cells, primary screen, B-cell NF-kB inhibitor project, cell-based, luminescence, uHTS. 330,000 tested, 0.33% active. 697 B-cell NF-kB luciferase reporter, 16 h. AID 435022, 2010. inhibition, % at 4 µM; in the data active = inhibition above about 35%
Apaf1 inhib: inhibitors of human Apaf-1 apoptosome, primary screen, biochemical, DEVD-Rh110 fluorescence, uHTS; reconstituted apoptosome caspase-3 activity; Apoptotic protease-activating factor 1 (Homo sapiens), O14727; inhibition, % at 20 µM; 330,000 tested, 0.71% active; AID 489030, 2010; active = inhibition of at least 40% at 20 µM;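 also: plate controls were DMSO wells for no effect and DEVD-CHO caspase inhibitor wells for full effect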
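detection = Rh110 fluorescence intensity | test system = biochemical Apaf-1 apoptosome reconstitution | also added = cytochrome c and DEVD-Rh110 substrate | schedule = 30 min plus 50 min, RT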
CCR6 antagonist: CCR6 receptor antagonists, primary screen, cell-based, CHO-K1, luminescence, beta-arrestin, uHTS. inhibition, % at 20 µM. CHO-K1 CCR6 PathHunter beta-arrestin, CCL20-stimulated. C-C chemokine receptor type 6 (Homo sapiens), P51684. 340,000 tested, 0.49% active. AID 493098, 2011;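 active = compounds whose inhibition of the agonist-driven luminescence signal at 20 µM reaches about 50%, limit read from the data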;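 also: cells stimulated with CCL20 at 14 nM final; plate controls were DMSO with CCL20 for no effect and DMSO without agonist for full effect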
Target sequence (P51684 whole entry, looked up): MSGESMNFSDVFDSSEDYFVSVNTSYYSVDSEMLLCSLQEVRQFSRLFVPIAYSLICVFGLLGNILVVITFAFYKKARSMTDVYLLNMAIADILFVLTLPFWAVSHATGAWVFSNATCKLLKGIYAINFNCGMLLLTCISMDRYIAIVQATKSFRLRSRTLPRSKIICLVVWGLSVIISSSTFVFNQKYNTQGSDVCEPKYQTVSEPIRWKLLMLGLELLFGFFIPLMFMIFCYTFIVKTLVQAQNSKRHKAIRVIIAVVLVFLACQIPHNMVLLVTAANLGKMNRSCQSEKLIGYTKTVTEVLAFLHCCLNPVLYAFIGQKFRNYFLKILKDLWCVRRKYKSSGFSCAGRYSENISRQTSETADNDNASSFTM
* marks the source's active call; other numbers are inactive results. Rule as the data show it, unless noted: active = inhibition above about 50%; inactive = the rest. An excerpt. The share of hits here may be higher or lower than overall.

Results for CCN1CCN(C(c2cc(OC)ccc2OC)c2nnnn2Cc2ccccc2)CC1 (stereo not given) ?
SENP8 block: 1; Gli-Sufu block: 7; EBI2 antag: -2; Jurkat NFkB inh: -18; UBC13 polyUb: 3; 697 NFkB inh: 4; Apaf1 inhib: 0; CCR6 antagonist: 8

Results for O=C(C1CCCN1S(=O)(=O)c1ccc(Cl)c(Cl)c1)N1CCCCC1 (stereo not given) ?
SENP8 block: -3; Gli-Sufu block: -2; EBI2 antag: 1; Jurkat NFkB inh: -18; UBC13 polyUb: -6; 697 NFkB inh: 4; Apaf1 inhib: 9; CCR6 antagonist: -2

What do the screens show for `Cc1ccc(C(=O)/C=C/c2ccccc2[N+](=O)[O-])cc1`?
SENP8 block: 7; Gli-Sufu block: -62; EBI2 antag: 2; Jurkat NFkB inh: -67; UBC13 polyUb: -6; 697 NFkB inh: -23; Apaf1 inhib: 12; CCR6 antagonist: 30

How did Cc1nc2ccccc2c(=O)n1NC(=O)c1ccccc1F do in these assays?
SENP8 block: -7; Gli-Sufu block: 6; EBI2 antag: -3; Jurkat NFkB inh: -30; UBC13 polyUb: 2; 697 NFkB inh: 3; Apaf1 inhib: 7; CCR6 antagonist: -1

How did Cc1ccc([C@H]2C(C(=O)O)=CC[C@@H](c3ccc(C)cc3)N2S(=O)(=O)c2ccccc2C)cc1 do in these assays?
SENP8 block: 8; Gli-Sufu block: 4; EBI2 antag: 7; Jurkat NFkB inh: 12; UBC13 polyUb: -7; 697 NFkB inh: 7; Apaf1 inhib: 14; CCR6 antagonist: 3

Results for CC1(C)CC(NS(=O)(=O)c2cccc3ccccc23)CC(C)(C)N1 ?
SENP8 block: -4; Gli-Sufu block: 3; EBI2 antag: 3; Jurkat NFkB inh: -11; UBC13 polyUb: 9; 697 NFkB inh: -3; Apaf1 inhib: 15; CCR6 antagonist: 29

How did NNC(=O)c1ccc(COc2ccc3ccccc3c2)cc1 do in these assays?
SENP8 block: -5; Gli-Sufu block: -40; EBI2 antag: -10; Jurkat NFkB inh: -86; UBC13 polyUb: 0; 697 NFkB inh: -80; Apaf1 inhib: 17; CCR6 antagonist: -8

How did CCC(C(=O)Nc1ccc(S(=O)(=O)N(C)C2CCN(C)CC2)cc1)c1ccccc1 (stereo not given) do in these assays?
SENP8 block: 3; Gli-Sufu block: 5; EBI2 antag: -15; Jurkat NFkB inh: -3; UBC13 polyUb: 19; 697 NFkB inh: 8; Apaf1 inhib: 5; CCR6 antagonist: 14

Results for O=C(Nc1cccc(-c2cnc3ccccc3n2)c1)c1ccccc1 ?
SENP8 block: -8; Gli-Sufu block: -36; EBI2 antag: 7; Jurkat NFkB inh: 0; UBC13 polyUb: -2; 697 NFkB inh: -49; Apaf1 inhib: -7; CCR6 antagonist: 22

Results for COc1ccc(Nc2c3c(nc4ccccc24)CCC3)cc1 ?
SENP8 block: 3; Gli-Sufu block: 30; EBI2 antag: -20; Jurkat NFkB inh: 30; UBC13 polyUb: 6; 697 NFkB inh: -37; Apaf1 inhib: 1; CCR6 antagonist: 20

Results for CCC(NS(=O)(=O)c1ccc(OC)cc1)C(=O)NCCC1=CCCCC1 (stereo not given) ?
SENP8 block: -12; Gli-Sufu block: 34; EBI2 antag: 0; Jurkat NFkB inh: 10; UBC13 polyUb: 2; 697 NFkB inh: -4; Apaf1 inhib: -19; CCR6 antagonist: -1

Results for CCCCn1c(SCc2nc3ccccc3s2)nc2ccccc2c1=O ?
SENP8 block: 0; Gli-Sufu block: 14; EBI2 antag: 8; Jurkat NFkB inh: -3; UBC13 polyUb: -10; 697 NFkB inh: -33; Apaf1 inhib: 19; CCR6 antagonist: 32

What do the screens show for `COc1ccc(C2NC(c3ccc(OC)c(OC)c3OC)C(C)C(=O)C2C)c(OC)c1OC` (stereo not given)?
SENP8 block: -3; Gli-Sufu block: -15; EBI2 antag: -3; Jurkat NFkB inh: 4; UBC13 polyUb: 1; 697 NFkB inh: 4; Apaf1 inhib: -1; CCR6 antagonist: -34

How did COCCn1c(C(=O)N2CCCC2)cc2c1C[C@H]1CN(C(=O)c3ccccc3)[C@@](Cc3ccc(F)cc3)(C(=O)OC)[C@@H]21 do in these assays?
SENP8 block: 4; Gli-Sufu block: 0; Jurkat NFkB inh: 24; UBC13 polyUb: 0; 697 NFkB inh: 0; Apaf1 inhib: 13; CCR6 antagonist: 9

Results for CCC(C)c1nc2ccsc2c(N2CCOC2=O)c1-c1ccccc1 (stereo not given) ?
SENP8 block: 0; Gli-Sufu block: -2; EBI2 antag: 16; Jurkat NFkB inh: 3; UBC13 polyUb: -1; 697 NFkB inh: 6; Apaf1 inhib: 8; CCR6 antagonist: 13

What do the screens show for `COc1ccc(NC(=O)C2CCN(c3nc(C)cc(C)n3)CC2)cc1`?
SENP8 block: 5; Gli-Sufu block: 4; EBI2 antag: 0; Jurkat NFkB inh: -11; UBC13 polyUb: 0; 697 NFkB inh: -8; Apaf1 inhib: 11; CCR6 antagonist: -15

Results for O=C1N=C(N2CCCCC2)S/C1=C\c1ccc(Br)cc1 ?
SENP8 block: -17; Gli-Sufu block: -10; EBI2 antag: 87*; Jurkat NFkB inh: 7; UBC13 polyUb: -12; 697 NFkB inh: -23; Apaf1 inhib: 25; CCR6 antagonist: -2

Results for O=c1[nH]c(=S)[nH]cc1Oc1ccc(Cl)cc1Cl ?
SENP8 block: -2; Gli-Sufu block: -12; EBI2 antag: -3; Jurkat NFkB inh: -21; UBC13 polyUb: inconclusive; 697 NFkB inh: 0; Apaf1 inhib: 8; CCR6 antagonist: 0

Results for COc1ccc(CNS(=O)(=O)NCc2ccc(OC)c(OC)c2)cc1 ?
SENP8 block: 5; Gli-Sufu block: 15; EBI2 antag: 9; Jurkat NFkB inh: 1; UBC13 polyUb: 5; 697 NFkB inh: -13; Apaf1 inhib: -3; CCR6 antagonist: 6

Results for Cc1ccccc1Nc1nc2ccccc2n1C(C)C ?
SENP8 block: -6; Gli-Sufu block: -6; EBI2 antag: -11; Jurkat NFkB inh: 4; UBC13 polyUb: -7; 697 NFkB inh: -12; Apaf1 inhib: -4; CCR6 antagonist: -1

How did COc1cccc2cc(C(=O)NCc3ccccc3Cl)c(=O)oc12 do in these assays?
SENP8 block: -13; Gli-Sufu block: -2; EBI2 antag: 0; Jurkat NFkB inh: -18; UBC13 polyUb: 11; 697 NFkB inh: 0; Apaf1 inhib: -14; CCR6 antagonist: 7

What do the screens show for `COc1ccc(-n2nc3c(c2NC(=O)COc2ccccc2F)CS(=O)(=O)C3)cc1`?
SENP8 block: 17; Gli-Sufu block: 1; EBI2 antag: 6; Jurkat NFkB inh: -10; UBC13 polyUb: -1; 697 NFkB inh: 9; Apaf1 inhib: 2; CCR6 antagonist: 21

Results for Nc1nc2ccc(NC(=O)c3ccco3)cc2s1 ?
SENP8 block: -6; Gli-Sufu block: -8; EBI2 antag: -7; Jurkat NFkB inh: -59; UBC13 polyUb: 5; 697 NFkB inh: -27; Apaf1 inhib: -1; CCR6 antagonist: -2

What do the screens show for `CC(=O)N1CCOc2ccc(S(=O)(=O)N3CCC(C(=O)Nc4ccccc4F)CC3)cc21`?
SENP8 block: 5; Gli-Sufu block: -4; EBI2 antag: 8; Jurkat NFkB inh: 6; UBC13 polyUb: 6; 697 NFkB inh: 13; Apaf1 inhib: -5; CCR6 antagonist: 3

How did O=C(NCC1OCCCN1S(=O)(=O)c1cc(F)ccc1F)C(=O)NC1CCCCC1 (stereo not given) do in these assays?
SENP8 block: -8; Gli-Sufu block: -7; EBI2 antag: -4; Jurkat NFkB inh: -31; UBC13 polyUb: -10; 697 NFkB inh: -29; Apaf1 inhib: 2; CCR6 antagonist: -7

Results for COc1cc(O)cc2c1[C@@H]1Oc3c(ccc(O)c3CC=C(C)C)[C@@H]1CO2 ?
SENP8 block: -8; Gli-Sufu block: 12; EBI2 antag: 19; Jurkat NFkB inh: 2; UBC13 polyUb: 20; 697 NFkB inh: -14; Apaf1 inhib: 1; CCR6 antagonist: 7

How did O=C(C[C@@H]1C/C=C\CC[C@@H](Cc2ccc(F)cc2)C(=O)OC[C@@H]2CCCN2C1=O)N[C@H](CO)Cc1ccccc1 do in these assays?
SENP8 block: -9; Gli-Sufu block: -3; EBI2 antag: 1; Jurkat NFkB inh: -9; UBC13 polyUb: 1; 697 NFkB inh: -24; Apaf1 inhib: 24; CCR6 antagonist: 7

Results for CC(C)(C)NC(=O)C(c1ccccc1)N(C(=O)c1ccco1)C1CC1 (stereo not given) ?
SENP8 block: -7; Gli-Sufu block: 1; EBI2 antag: -15; Jurkat NFkB inh: -11; UBC13 polyUb: -38; 697 NFkB inh: -26; Apaf1 inhib: 1; CCR6 antagonist: 8

What do the screens show for `O=C(COc1ccccc1)N[C@@H]1c2ccccc2CC[C@@H]1OCc1ccccc1`?
Gli-Sufu block: -5; EBI2 antag: 12; 697 NFkB inh: 7; Apaf1 inhib: 24; CCR6 antagonist: 23

Results for CCCc1ccc(S(=O)(=O)NCCc2ccncc2)cc1 ?
SENP8 block: -7; Gli-Sufu block: 9; EBI2 antag: 6; Jurkat NFkB inh: 0; UBC13 polyUb: 0; 697 NFkB inh: -46; Apaf1 inhib: 14; CCR6 antagonist: 12

At a glance, part of the list above:
How did O=C(NCC1OCCCN1S(=O)(=O)c1cc(F)ccc1F)C(=O)NC1CCCCC1 (stereo not given) do in these assays?
SENP8 block: -8; Gli-Sufu block: -7; EBI2 antag: -4; Jurkat NFkB inh: -31; UBC13 polyUb: -10; 697 NFkB inh: -29; Apaf1 inhib: 2; CCR6 antagonist: -7

Results for COc1cc(O)cc2c1[C@@H]1Oc3c(ccc(O)c3CC=C(C)C)[C@@H]1CO2 ?
SENP8 block: -8; Gli-Sufu block: 12; EBI2 antag: 19; Jurkat NFkB inh: 2; UBC13 polyUb: 20; 697 NFkB inh: -14; Apaf1 inhib: 1; CCR6 antagonist: 7

How did O=C(C[C@@H]1C/C=C\CC[C@@H](Cc2ccc(F)cc2)C(=O)OC[C@@H]2CCCN2C1=O)N[C@H](CO)Cc1ccccc1 do in these assays?
SENP8 block: -9; Gli-Sufu block: -3; EBI2 antag: 1; Jurkat NFkB inh: -9; UBC13 polyUb: 1; 697 NFkB inh: -24; Apaf1 inhib: 24; CCR6 antagonist: 7

Results for CC(C)(C)NC(=O)C(c1ccccc1)N(C(=O)c1ccco1)C1CC1 (stereo not given) ?
SENP8 block: -7; Gli-Sufu block: 1; EBI2 antag: -15; Jurkat NFkB inh: -11; UBC13 polyUb: -38; 697 NFkB inh: -26; Apaf1 inhib: 1; CCR6 antagonist: 8

What do the screens show for `O=C(COc1ccccc1)N[C@@H]1c2ccccc2CC[C@@H]1OCc1ccccc1`?
Gli-Sufu block: -5; EBI2 antag: 12; 697 NFkB inh: 7; Apaf1 inhib: 24; CCR6 antagonist: 23

Results for CCCc1ccc(S(=O)(=O)NCCc2ccncc2)cc1 ?
SENP8 block: -7; Gli-Sufu block: 9; EBI2 antag: 6; Jurkat NFkB inh: 0; UBC13 polyUb: 0; 697 NFkB inh: -46; Apaf1 inhib: 14; CCR6 antagonist: 12

Compound activity as filed in PubChem BioAssay.
